Source: PubChem (The Scripps Research Institute Molecular Screening Center)
TAAR1 antagonist: antagonists of human TAAR1; Q96RJ0; CHO RD-HGA16 TAAR1, Fluo-8 calcium fluorescence, antagonist; inhibition, % at 3 µM; 360,000 compounds, 1.5% hits; AID 624466;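 active means inhibition above a per-plate cutoff, the mean inhibition of test compounds on that plate plus 3 SD, cut at about 49% in these data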;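 further: 0% = DMSO plus EC80 beta-PEA response and 100% = DMSO alone without agonist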
Target sequence (Q96RJ0 whole entry, looked up): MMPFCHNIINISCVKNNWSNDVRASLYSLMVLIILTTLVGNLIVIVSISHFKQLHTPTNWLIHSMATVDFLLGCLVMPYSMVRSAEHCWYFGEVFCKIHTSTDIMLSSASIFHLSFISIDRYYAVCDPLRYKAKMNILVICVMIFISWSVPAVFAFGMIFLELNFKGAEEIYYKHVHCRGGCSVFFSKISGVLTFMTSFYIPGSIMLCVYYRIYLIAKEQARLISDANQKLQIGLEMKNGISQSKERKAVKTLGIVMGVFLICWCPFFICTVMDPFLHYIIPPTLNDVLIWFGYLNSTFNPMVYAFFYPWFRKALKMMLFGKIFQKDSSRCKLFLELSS
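Test system: hTAAR1-expressing CHO RD-HGA16 cells, Gα16-coupled; Probe or stimulus: EC80 β-phenethylamine stimulus; Compound dosing: single nominal final test compound concentration of 3 µM; Timing: 140 s kinetic read after compound, 140 s after agonist; Signal: Fluo-8 calcium-sensitive fluorescence; Measure: % inhibition of agonist calcium response; Controls: DMSO and EC80 PEA controls.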
CHRM1 agonist: agonists of human M1 muscarinic receptor; CHO-K1 hM1, Fluo-8 calcium fluorescence, agonist mode; 0% DMSO, 100% acetylcholine EC100; activation, % at 3 µM; 360,000 compounds, 0.33% hits;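 active means activation above the run's mean compound activation plus 3 SD, cut at about 16% in these data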;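 further: peak over basal fluorescence ratio within a 140 s kinetic read after compound addition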
OXTR potentiator: human OXTR potentiation | P30559 | CHO-OTR cells, Fluo-8 calcium fluorescence, potentiator mode; 0% = oxytocin EC15, 100% = EC100 | activation, % at 3 µM | 320,000 compounds, 0.061% hits | AID 2445;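 active means activation above that plate's cutoff, the mean activation of tested compounds plus 3 SD, cut at about 6.6% in these data, passing the limit was not always enough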;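 further: 100% uses oxytocin at 75 nM as the full agonist control; some results filed as inactive read as strong as hits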
Target sequence (P30559 whole entry, looked up): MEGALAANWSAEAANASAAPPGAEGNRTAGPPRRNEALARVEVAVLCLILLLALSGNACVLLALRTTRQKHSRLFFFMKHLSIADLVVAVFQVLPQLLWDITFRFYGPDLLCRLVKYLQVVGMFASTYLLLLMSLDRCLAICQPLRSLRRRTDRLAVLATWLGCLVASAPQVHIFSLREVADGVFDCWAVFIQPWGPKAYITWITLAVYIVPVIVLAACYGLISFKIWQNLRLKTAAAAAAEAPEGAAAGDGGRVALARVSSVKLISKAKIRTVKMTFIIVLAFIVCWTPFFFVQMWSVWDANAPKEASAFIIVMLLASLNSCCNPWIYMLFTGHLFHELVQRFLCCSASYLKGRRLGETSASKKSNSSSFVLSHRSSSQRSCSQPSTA
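Replication – single well per compound, singlicate · Assay system – CHO cell line stably expressing human OTR · Timing – 6 min pre-incubation, 100 s read · Measure – normalized max/min fluorescence ratio, % activation · Doses – 3.0 µM, one dose · Detection – Fluo-8 calcium dye fluorescence · Probe or stimulus – oxytocin near EC15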
M1 ag parental: counter-screen for M1 agonists: effect in parental CHO-K1 cells; Fluo-8 calcium fluorescence; scaled to maximal ATP response, vehicle zero; activation, % at 3 µM; 360,000 compounds, 0.48% hits; AID 602248; in the data active means activation above about 15%;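 further: untransfected CHO-K1 host cells lacking M1 receptor as counterscreen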
CHO-K1 Ca antag: M1 antagonist counterscreen hit in parental CHO-K1 cells. ATP-induced calcium, Fluo-8 fluorescence. inhibition, % at 3 µM. 360,000 compounds, 0.6% hits;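 active means inhibition above a per-plate cutoff, the plate's mean sample inhibition plus 3 SD, cut at about 24% in these data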;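 further: 0% = DMSO plus EC80 ATP and 100% = DMSO alone without ATP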
CHO parental Ca: counter-screen: ATP calcium response change in parental CHO cells | parental CHO-K1, ATP-induced calcium, Fluo-8 fluorescence | inhibition, % at 5.6 µM | 330,000 compounds, 0.63% hits | AID 463079;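 active means inhibition above that plate's mean sample inhibition plus 3 SD, cut at about 26% in these data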;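 further: 0% = ATP-challenged DMSO wells and 100% = DMSO wells without ATP; some compounds past the cut are filed as inactive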
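Test system: untransfected parental CHO cell line; also added: ATP stimulus; dosing: 5.6 µM, single dose; signal: calcium-sensitive Fluo-8 fluorescence; measure: percent inhibition of ATP-evoked calcium rise, normalized to controls; benchmarks: low control ATP plus DMSO, high control DMSO only; replication: one well per compound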
CHO-K1 Ca PAM: M1 PAM counterscreen hit in parental CHO-K1 cells. ATP EC20, Fluo-8 calcium fluorescence; 0% at ATP EC20, 100% at ATP max. activation, % at 3 µM. AID 602247. 360,000 compounds, 0.02% hits;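 active means activation above the run cutoff, the mean activation of all test compounds plus 3 SD, cut at about 40% in these data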;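 further: peak over basal fluorescence ratio in a 140 s read after ATP addition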
TAAR1 agonist: agonists of human TAAR1; AID 624467; activation, % at 3 µM; 360,000 compounds, 0.99% hits; CHO RD-HGA16 TAAR1, Fluo-8 calcium fluorescence; vehicle wells 0%, saturating PEA agonist 100%; Q96RJ0;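 active means activation above the mean activation of all test compounds in the run plus 3 SD, cut at about 38% in these data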
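Test system: RD-HGA16 (CHO) cells co-expressing Gα16 and hTAAR1 | Doses: Single dose, 3 µM | Schedule: 17-24 h seeding, 75 min 37 °C dye, 30 min RT | Evaluation: % activation from peak over basal fluorescence ratio, DMSO-to-PEA scaled | Technique: Kinetic Fluo-8 calcium fluorescence | Benchmarks: Low control DMSO, high control PEA (EC100)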
M1 antag: human CHRM1 antagonism. P11229. CHO-K1 hM1, Fluo-8 calcium fluorescence, ACh EC80 antagonist. inhibition, % at 3 µM. 360,000 compounds, 1.3% hits. AID 588852;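 active means percent inhibition above its own plate's cutoff, namely the mean of that plate's compound wells plus 3 SD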;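 further: peak over basal fluorescence ratio during 140 s after agonist addition; 0% = ACh EC80 plus DMSO and 100% = DMSO alone without agonist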
An asterisk follows results filed as active; . = no result given.

Every second line gives: TAAR1 antagonist, CHRM1 agonist, OXTR potentiator, M1 ag parental, CHO-K1 Ca antag, CHO parental Ca, CHO-K1 Ca PAM, TAAR1 agonist, M1 antag
O=C(CCN=C1NS(=O)(=O)c2ccccc21)OCC(=O)c1ccc(F)cc1
→ 7, 3, -5, 3.5, -3, -15, -3, 2, -15
O=C1c2ccccc2S(=O)N1c1cccc(F)c1 (stereo not drawn)
→ 24, 0, ., 0.0, 6, ., 9, 22, -8
COc1ccc(C2C(C(=O)NCc3ccccc3)=C(C)Nc3ncnn32)cc1OC (stereo not drawn)
→ -15, -3, 3, 2.8, -4, -6, 23, 11, -2
CC(C)N(CCCNC(=O)Cn1c(=O)c2cccn2c2ccccc21)Cc1ccccc1
→ -8, -6, 1, 0.4, -9, -21, 2, 0, 2
COc1cc(/C=C2\SC(=S)N(NC(=O)c3ccncc3)C2=O)ccc1O
→ -2, 4, -4, 7.9, -4, 4, 12, 7, 3
COc1ccc(NC(=O)C2(C)CCN2Cc2csc3ccccc23)cc1OC (stereo not drawn)
→ 23, -5, ., 3.8, -16, ., 12, 1, -3
CC(=O)c1c(C)[nH]c(C(=O)OCC(=O)Nc2cc(S(=O)(=O)N3CCCCC3)ccc2C)c1C
→ 1, -3, -9, 1.1, -7, -15, 20, 1, -5
O=C(CCN1CCCCC1=O)NC1CCCN(Cc2ccc(Cl)cc2)C1 (stereo not drawn)
→ -21, -5, 1, 0.9, -12, -6, 9, 6, -5
CC(NC(=O)COC(=O)c1ccc(N2CCCC2=O)cc1)c1ccc(F)cc1 (stereo not drawn)
→ -11, -5, -4, 2.5, -8, -18, 5, 9, -5
COc1ccc(CNC(=O)c2cccc(N(C)C)c2)cc1
→ -6, -4, -10, 0.1, 3, -24, 5, 3, -10
COCCCN1C(=O)C(CC(=O)NCC2CCCCC2)CC(C(=O)N(C(C)C)C(C)C)=C1C (stereo not drawn)
→ -16, -7, ., -0.6, -18, ., 12, 2, -22
O=C(CCn1c(=S)[nH]c2ccccc2c1=O)NCCc1ccccc1
→ 7, -4, -3, 0.9, 2, 4, 11, 21, -7
NS(=O)(=O)c1cccc(NC(=O)COC(=O)c2cc([N+](=O)[O-])ccc2N2CCCC2)c1
→ 8, -1, -3, 0.5, -15, -10, 8, 3, -18
Cc1nc2ccccc2c(=O)n1N
→ -1, -4, -3, 0.2, 5, 3, 7, 2, -1
CC[n+]1c(/C=C/Nc2ccccc2)sc2ccccc21
→ -1, -7, -3, 1.5, -12, 0, 26, 15, -10
CCCNC(=O)C1CC(c2ccc(C(F)(F)F)cc2)=NO1 (stereo not drawn)
→ 11, -3, -3, 6.9, -21, 0, 17, 3, 4
CC1CCN(c2nc(-c3ccccc3)c(C#N)c(=O)[nH]2)CC1
→ -17, -3, -15, 9.6, -5, 1, 12, 15, -12
COc1cccc(N2CCN(C(=O)c3cccnc3)CC2)c1
→ ., -3, -6, 0.4, 14, -6, -12, ., 5
Cc1ccc(Cn2ncc3c(N4CCN(C)CC4)ncnc32)cc1
→ 35, -3, 0, 5.2, -12, -5, -4, 13, 11
COc1ccc(C(=O)NCCCN2CCN(CCCNC(=O)c3ccc(OC)c(OC)c3)CC2)cc1OC
→ -12, -6, ., 1.7, -7, ., -1, 3, -5
CC1(C)Cc2c(sc(NC(=O)c3ccc(C(=O)c4ccccc4)cc3)c2C#N)C(C)(C)N1
→ 3, -2, -11, 3.5, 12, -9, 7, 14, 2
COc1ccccc1CC(=O)Nc1ccc2[nH]ncc2c1
→ -15, -3, -7, 0.8, -10, 1, 18, 3, -18
O=C(CCNS(=O)(=O)c1ccccc1C(F)(F)F)NCCCN1CCOCC1
→ -9, -1, 0, 1.4, -12, -5, 11, 1, -5
COc1ccc2[nH]c3c(c2c1)CCN1C(=O)C(CC(=O)NCCc2ccccn2)C[C@H](C(=O)N2CCCCC2)[C@@]31CCc1ccccc1 (stereo partly drawn)
→ 2, -6, ., -0.7, -20, -28, -6, -1, -9
Cc1cc(C)n2nc(Cc3ccccc3)nc2n1
→ 0, -4, -11, 0.7, -10, -8, 18, 9, -7
COc1ccc2oc(C(=O)N3CCN(C(c4ccccc4)c4ccccc4)CC3)c(C)c2c1
→ -34, -4, -9, 0.8, 0, -26, 0, 1, -5
C=CCOc1cccn2c(N(C=O)Cc3ccc(OC)cc3)c(CC)nc12
→ -10, -2, ., 1.4, 6, ., -3, 0, -16
COC(=O)c1ccccc1NC(=O)C1CC(=O)N(c2ccc(F)cc2)C1 (stereo not drawn)
→ 1, 1, -20, 0.8, -2, -30, 17, 9, -44
C=CCOc1ccc(CN(C)c2ccc(S(=O)(=O)N3CCN(C)CC3)cc2[N+](=O)[O-])cc1
→ 12, 0, -11, 4.1, -6, -11, 7, 33, 7
O=C(O)c1ccc2c(c1)C(=O)N(c1cccc(C(=O)/C=C/c3ccccc3)c1)C2=O
→ -15, -4, -7, -0.3, -12, -4, 12, 2, 3
CC(CNc1ccc(Cl)cc1)(CNc1ccc(Cl)cc1)[N+](=O)[O-]
→ 31, 0, ., 0.3, -10, ., 15, 1, -7
COc1ccc(C(CNC(=O)c2ccc(OC)c(S(=O)(=O)N3CCCC3)c2)N2CCCC2)cc1 (stereo not drawn)
→ 11, -8, -11, -0.6, -12, -15, 12, 5, -7
COc1ccccc1NC(=S)N1CCNC(=O)C1CC(=O)Nc1cccc(C)c1 (stereo not drawn)
→ -8, -2, -1, 0.6, -13, -7, 26, 1, -13
Nc1n[nH]c(-c2cccc([N+](=O)[O-])c2)n1
→ 1, -5, -6, -0.3, 1, -1, 2, 2, -5
COc1ccc(N2CCN(C(c3cccs3)C(C)NC(=O)C(=O)N3CCCCC3)CC2)cc1 (stereo not drawn)
→ -3, -3, 0, 0.2, -5, -7, 18, -1, 6
CCCNC(=O)N1CCC(c2ccc3c(c2)OCO3)CC1
→ -18, -3, -3, 1.9, -16, 2, 26, 1, -21
CCOc1ccc(S(=O)(=O)N2CCCC(C(=O)N3CCOCC3)C2)cc1 (stereo not drawn)
→ -18, 1, 0, 1.2, -5, 2, 14, 7, -17
CC(=O)NCCOc1cccc(OCCNC(C)=O)c1
→ 7, -1, -3, 0.3, -8, -7, 4, 2, -3
COc1ccc(N2CCN(C(=O)c3ccc(N(C)S(=O)(=O)c4ccc(OC)cc4)cc3)CC2)cc1
→ 25, -3, -13, 6.5, 5, -3, 7, 5, 7
Nc1cc2[nH]c(=O)c3ccccc3c2cc1[N+](=O)[O-]
→ 11, 1, ., 0.1, -10, ., 6, 2, -26
C/C(=N/OC(=O)CC(C)C)c1cc(-c2ccc(Cl)cc2)no1
→ -1, -3, -3, 2.8, -10, 2, 4, 2, 16
CCCCN(C(=S)NC(=O)c1cc(OC)c(OC)c(OC)c1)c1c(N)n(Cc2ccccc2)c(=O)[nH]c1=O
→ -5, -7, -3, 0.5, -6, -19, 15, 6, -12
COC1CCCCC1Nc1cccc(SC)c1 (stereo not drawn)
→ -10, -6, 12*, -0.4, -11, -17, 11, 13, -15
c1ccc(Nc2ccccc2Nc2ccccn2)nc1
→ -11, -10, -5, 1.1, -13, 49*, -3, 5, -4
Nc1nc(SCC(=O)NCc2ccc3c(c2)OCO3)n[nH]1
→ 5, -5, 0, -0.3, 21, -2, -16, 0, -2
COc1ccc(Nc2ncnc3ccc(Br)cc23)c(OC)c1
→ -6, 1, -7, 0.5, -5, -21, 9, 10, -13
O=C(c1ccco1)N1CCN(C(=O)c2cc(-c3ccccc3F)no2)CC1
→ 0, -2, -4, 3.6, -16, -12, 20, 2, -7
Cc1cc(C)c(C(=O)CSc2nnc(-c3cccnc3)n2C)c(C)c1
→ ., -5, -3, -0.5, -6, -2, 14, ., -7
COc1cc2c(cc1OC)C(c1cc3cc4c(cc3[nH]c1=O)OCO4)N(C(=O)C(C)C)CC2 (stereo not drawn)
→ -23, 12, -4, 0.1, -4, -24, 1, 10, -22
CC1Cc2ccccc2N1C1=CC(=O)CC(C)(C)C1 (stereo not drawn)
→ 1, -9, -3, 0.5, -8, -7, 22, 3, 4
COCCCn1cc(CN2CC(N3CCCCC3)CS2(=O)=O)nn1 (stereo not drawn)
→ -1, ., ., 1.0, -15, ., 5, 4, .
Cc1ccc(S(=O)(=O)n2[nH]c(=O)c(CCO)c2C)cc1
→ -6, -5, -17, 0.9, -17, -10, 23, 11, -3
Cc1onc(-c2ccccc2)c1CNS(=O)(=O)c1ccccc1
→ 1, -4, -8, 0.3, -5, -7, 10, 0, -10
COCCCN=C1NN=C(c2cc(C)n(-c3ccccc3)c2C)CS1
→ -4, -9, -9, 0.0, -7, -15, 16, -1, 1
CCCn1c(SCC(N)=O)nc2c(c1=O)C1(CCCC1)Cc1ccccc1-2
→ -13, -6, -3, 0.7, -5, -30, 8, 14, 6
COc1ccc(C2CC(=O)N3CN(c4ccc(C)c(Cl)c4)CSC3=C2C#N)cc1OC (stereo not drawn)
→ -33, -1, -2, 0.8, -2, -10, 15, 2, -18
O=C(Cc1ccc(Br)cc1)OCC(=O)N1CCc2ccccc2C1
→ -12, -1, -3, 0.2, -10, -3, 20, -1, -17
COc1ccc(/C=C(\NC(=O)c2cccs2)C(=O)NCc2ccco2)cc1OC
→ -24, -4, -5, 0.2, -1, -11, 0, 1, -6
CCOC(=O)c1c(C)c(C(=O)N2CCCCCC2)c(C)n1C
→ 10, -5, -1, 2.0, -11, -14, 24, 9, 4
CCOC(=O)C(NS(=O)(=O)c1ccccc1)(C(F)(F)F)P(=O)(OCC(C)C)OCC(C)C (stereo not drawn)
→ 1, -1, 3, 0.5, -8, -9, 17, 1, -4

Going on with the list.
Every second line gives: TAAR1 antagonist, CHRM1 agonist, OXTR potentiator, M1 ag parental, CHO-K1 Ca antag, CHO parental Ca, CHO-K1 Ca PAM, TAAR1 agonist, M1 antag
CC(Oc1ccccc1)C(=O)NC1CC(C)(C)NC(C)(C)C1 (stereo not drawn)
→ -5, -3, -4, 0.1, 0, -2, 9, 2, -8
O=C(OCc1c(Cl)cccc1Cl)c1ccncc1
→ 15, -11, -2, 1.2, -7, -11, 11, 4, -7
COc1ccc(CN2C(=O)c3cccnc3C2=O)cc1S(=O)(=O)N(C)c1ccc(C)cc1
→ 38, 2, -6, 5.6, -4, -18, -8, 9, 23
CCOC(=O)c1sc(NC(=O)CS(=O)(=O)c2ccc(C)cc2)nc1C
→ -1, -6, -6, 0.6, -14, -18, 6, -3, -1
COc1ccc(CCNCC(=O)Nc2c(C)cc(C)cc2C)cc1OC
→ 16, -7, 2, 0.6, -1, -26, -9, -1, 2
